Bioassay records: PubChem BioAssay, several laboratories
Ecoli viability = reduces bacterial viability in AddAB counter-screen | AID 449728 | inhibition, % at 11.9 µM | 330,000 tested, 0.27% active | E. coli V3065 growth, OD600 absorbance, 18 h;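 active means inhibition above the campaign's mean inhibition across all tested compounds plus 3 SD, cut at about 9.9% in these data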;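 further: uninfected addAB+ strain grown without phage in ampicillin broth; 0% = DMSO wells and 100% = ciprofloxacin 0.95 µg/ml wells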
PKA-R1A act = activators of PKA-R1A complex. PKA-R1A dissociation, Cy5-IP20 fluorescence polarization; scaled: DMSO 0%, 113 µM cGMP 100%. activation, % at 11.4 µM. 340,000 tested, 0.083% active. AID 504707;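 active means percent activation above the mean of all tested compounds plus 3 SD, cut at about 19% in these data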;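 further: higher means more PKAc released from R1A so a rise in polarization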
AddAB inh = less growth of phage-infected E. coli with AddAB. AID 435030. 330,000 tested, 0.29% active. E. coli expressing H. pylori AddAB, absorbance growth. inhibition, % at 11.9 µM; in the data active means inhibition above about 12%;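 further: 0% = vehicle wells of infected cells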
Tat transport = E. coli Tat transport inhibition. E. coli MC4100 TorA-mCherry Tat export, fluorescence. inhibition, % at 10 µM. 340,000 tested, 0.036% active. AID 488895;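 active means mean replicate inhibition at least 50% and at least half of replicates individually reaching 50%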;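 further: exported cargo escapes ClpAP degradation while cytoplasmic cargo is degraded and loses fluorescence; 0% = median of neutral control wells and 100% = median of NaSCN control wells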
phage Ecoli inh = E. coli growth loss with phage present; growth absorbance; inhibition, % at 11.9 µM; 360,000 tested, 0.26% active; in the data active means inhibition above about 11%
PKA-R2B act = activates the human PKA-R2B holoenzyme complex; activation, % at 11.4 µM; 340,000 tested, 0.079% active; PKA-R2B holoenzyme dissociation, Cy5-IP20 fluorescence polarization; R2B truncated from residue 108, S112A mutant; 0% DMSO only, 100% 113 µM cGMP;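 active means activation above a cutoff set at the mean over all compounds plus 3 SD, cut at about 18% in these data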;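 further: higher means more holoenzyme dissociation and a rise in polarization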
Target sequence (P31323 whole entry, looked up, other chains not shown, the tested form may be a part): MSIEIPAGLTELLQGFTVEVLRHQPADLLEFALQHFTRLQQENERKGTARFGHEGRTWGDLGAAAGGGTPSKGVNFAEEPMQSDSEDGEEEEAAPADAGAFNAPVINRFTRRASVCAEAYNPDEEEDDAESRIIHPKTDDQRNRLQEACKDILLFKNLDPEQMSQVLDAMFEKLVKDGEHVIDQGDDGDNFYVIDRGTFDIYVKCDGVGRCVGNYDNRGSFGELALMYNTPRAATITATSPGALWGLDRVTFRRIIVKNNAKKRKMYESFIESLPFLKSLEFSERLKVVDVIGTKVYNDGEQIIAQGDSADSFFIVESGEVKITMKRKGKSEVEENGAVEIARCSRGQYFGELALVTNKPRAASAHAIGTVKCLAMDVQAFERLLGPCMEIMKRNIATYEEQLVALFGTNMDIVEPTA
DAGLB inh = diacylglycerol lipase beta (human) inhibition; 340,000 tested, 0.059% active; Q8NCG7; AID 504411; HEK293T DAGLB membrane lysate, EnzChek fluorogenic substrate; inhibition, % at 5.17 µM; in the data active means inhibition above about 34%;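 further: 0% = enzyme with vehicle and 100% = wells lacking enzyme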
Target sequence (Q8NCG7 whole entry, looked up): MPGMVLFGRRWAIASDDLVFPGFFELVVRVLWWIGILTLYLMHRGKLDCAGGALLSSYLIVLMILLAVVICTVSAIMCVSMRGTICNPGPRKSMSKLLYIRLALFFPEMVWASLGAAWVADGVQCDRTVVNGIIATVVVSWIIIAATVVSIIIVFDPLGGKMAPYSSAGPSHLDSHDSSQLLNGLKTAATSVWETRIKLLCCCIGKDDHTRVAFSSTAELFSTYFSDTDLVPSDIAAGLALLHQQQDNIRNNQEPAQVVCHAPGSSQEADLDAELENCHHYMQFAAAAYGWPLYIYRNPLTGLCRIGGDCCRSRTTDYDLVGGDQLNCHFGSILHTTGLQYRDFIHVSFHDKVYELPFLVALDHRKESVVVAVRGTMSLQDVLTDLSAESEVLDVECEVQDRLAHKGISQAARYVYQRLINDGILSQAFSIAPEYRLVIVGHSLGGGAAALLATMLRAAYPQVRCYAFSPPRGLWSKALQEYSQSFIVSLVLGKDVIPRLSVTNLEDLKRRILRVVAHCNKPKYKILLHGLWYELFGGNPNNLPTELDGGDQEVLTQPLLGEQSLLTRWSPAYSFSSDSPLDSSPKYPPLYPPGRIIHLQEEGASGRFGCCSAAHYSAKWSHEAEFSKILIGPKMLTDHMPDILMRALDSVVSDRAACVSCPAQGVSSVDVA
SUMO Mot1 rescue = inhibitors of SUMOylation pathway: yeast Mot1-301 growth rescue. S. cerevisiae Mot1-301 growth rescue, ATP luminescence, 38.5C; percent above DMSO median, 100 means doubled. growth rescue, % at 18.8 µM. 320,000 tested, 1% active;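 active means every valid replicate shows activation above 250% relative to neutral control wells; inactive means the rest, any valid replicate at or below 250%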;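 further: OY570 slx delta 5 strain wells were the positive control but not used for scaling; some compounds called inactive have numbers as strong as hits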
HTR5A ag ctr = counter-screen for OPRM1-OPRD1 agonists: human HTR5A agonism | P47898 | 340,000 tested, 0.61% active | HTR5A agonist assay, luminescence, cell-based | activation, % at 9.3 µM; in the data active means activation mostly above about 9.5%, no sharp cut-off; inactive means mostly below about 7.6%;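 further: 0% = cells with vehicle only and 100% = reference agonist; strong numbers were not always called active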
HTR5A inv ctr = counter-screen for OPRM1-OPRD1 inverse agonists: human HTR5A inverse agonism | P47898 | HTR5A cell line, luminescence | inhibition, % at 9.3 µM | 340,000 tested, 0.083% active | AID 504634; in the data active means inhibition mostly above about 23%, no sharp cut-off; inactive means mostly below about 18%;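 further: 0% = cells with DMSO and 100% = no-cell wells with DMSO; some compounds called inactive have numbers as strong as hits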
CDK5 p35 inh = CDK5/p35 (human) kinase inhibition. Recombinant CDK5/p35, ADP-Glo luminescence, 60 min. inhibition, % at 10 µM. Q00535+Q15078. 330,000 tested, 0.01% active;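 active means highest replicate inhibition of at least 50% and at least 75% of replicates reaching 50%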;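 further: plate controls were DMSO neutral control for no effect and GW8510 at 10 µM for full effect; many of its hits are not listed in these tables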
Active calls of the source: *; i = inactive; / = no result given. Rows are unselected, and some 2.3% of all compounds hit somewhere here.

Values run as follows: Ecoli viability	PKA-R1A act	AddAB inh	Tat transport	phage Ecoli inh	PKA-R2B act	DAGLB inh	SUMO Mot1 rescue	HTR5A ag ctr	HTR5A inv ctr	CDK5 p35 inh
1. Cc1ccc(C(=O)N/C(=C\c2ccc(Cl)cc2)C(=O)NCCCN2CCOCC2)cc1
 : -0.3	-2	-0.3	1	3.6	1	-1	79	3	-15	-0.1
2. Cc1ccc(C)c(-c2cc(C(=O)Nc3cccnc3)c3ccccc3n2)c1
 : 1.1	7	4.0	-4	-0.1	-2	-3	-8	8	8	-2.4
3. COc1cc(OC)c(NC(=O)Cc2ccc(OC)c(S(=O)(=O)N3CCOCC3)c2)cc1Cl
 : 2.8	7	4.3	-4	1.6	-1	0	-20	-2	-2	0.7
4. CCOC(=O)COc1ccc2c3c(c(=O)oc2c1)CCCC3
 : 0.3	-8	0.6	-8	3.7	-5	4	-13	12	19	-0.1
5. CN(C(=O)c1c[nH]c(=O)cc1C(F)(F)F)c1ccc(Cl)c(Cl)c1
 : 2.0	-9	2.6	2	1.9	-7	4	6	1	-3	-0.1
6. COC(=O)c1ccc(NC(=O)CN2C(=O)CC(C)S(=O)(=O)c3ccccc32)cc1 (stereo not drawn)
 : -2.3	-8	2.6	-6	1.1	-4	0	-8	-1	27	-0.2
7. NC(=O)CSc1ncc(-c2ccc([N+](=O)[O-])cc2)[nH]1
 : 1.3	-12	5.3	-7	0.3	11	0	-5	-1	1	0.7
8. CNC(=O)/C(C#N)=C/c1ccc(OCCOc2ccccc2)cc1
 : /	-13	/	24	2.9	-15	-1	i	2	-8	-6.1
9. Cc1ccc(NC(=O)CN2CCC(NC(=O)C3CCCCC3)CC2)c(Br)c1
 : 0.2	-12	0.8	-5	4.7	-7	-2	-1	-5	13	1.7
10. Cc1cc(C(=O)N(C)Cc2ccc(Br)cc2)no1
 : -2.0	-4	1.1	0	0.8	-4	-1	-23	1	-1	-0.2
11. CC(=O)Nc1ccc(N=C(C2=C(O)c3ccccc3C2=O)c2ccccc2)cc1
 : 1.5	-3	6.2	3	1.1	-8	4	33	0	-1	-1.5
12. CCN(CC)C(=O)COc1ccc(S(=O)(=O)N2CCOCC2)cc1
 : -2.1	-2	-0.9	-5	1.4	1	0	16	0	5	-0.5
13. Cc1nnsc1S(=O)c1ccc(Cl)c(Cl)c1 (stereo not drawn)
 : -1.4	3	-1.5	6	0.8	-4	4	2	-1	5	1.3
14. COc1ccc(CCNC(=O)C2CC(c3cccc(F)c3)=NO2)cc1 (stereo not drawn)
 : -2.4	-6	-2.1	13	1.1	-19	2	9	10	-27	1.0
15. COC(=O)c1sccc1NC(=O)CSc1ccccc1NS(=O)(=O)c1ccccc1Cl
 : 1.1	8	-2.7	4	-0.1	5	-4	194	10	-9	0.5
16. NNC(=O)c1cnn(-c2ccccc2)c1-n1cccc1
 : -0.3	0	0.8	-13	3.0	-8	-1	-17	3	-9	-0.8
17. NC1(C(=O)O)CC1
 : -0.4	-7	-1.6	-4	1.5	1	0	-10	2	-6	-1.5
18. O=C1C=CC2C3C(=O)N(c4ccccc4)C(=O)C3C1N2Cc1ccccc1 (stereo not drawn)
 : /	-6	/	-7	-4.3	1	3	/	1	-5	-0.1
19. COc1ccc(-c2cc(C(=O)NCC3CCCO3)c3ccccc3n2)c(OC)c1 (stereo not drawn)
 : 0.4	-6	2.4	-6	0.4	-6	1	6	-4	9	-0.6
20. COc1ccc2[nH]c3c(c2c1)CCN1C(=O)C(CC(=O)NCc2ccc(OC)c(OC)c2)C[C@H](C(=O)N2CCOCC2)[C@@]31CCC1CCCC1 (stereo partly drawn)
 : -1.1	-7	0.4	3	2.1	0	2	/	-1	4	3.6
21. O=C(NNC(=S)NC(=O)c1ccc(F)cc1)c1ccncc1
 : -5.4	3	-4.5	-3	-2.9	-2	2	-5	0	0	-0.1
22. COCCn1c(SCC(=O)NCc2ccco2)nnc1C(C)C
 : 0.8	-8	2.9	-2	1.0	-14	-3	-27	2	-7	0.1
23. COc1ccccc1NC(=O)c1ccc(N2CC3CC(C2)c2cccc(=O)n2C3)c(NC(=O)c2cccnc2)c1 (stereo not drawn)
 : -0.8	-4	0.8	4	2.7	4	4	-1	1	-4	-2.0
24. COc1ccc(CCN2C(=O)CC(C(N)=O)SC2=Nc2ccccc2)cc1 (stereo not drawn)
 : 0.7	-1	0.3	11	1.5	-13	1	-3	3	-13	-0.4
25. COC(=O)c1cc(C(=O)OCC(=O)N2c3ccccc3NC(=O)C2(C)C)cc([N+](=O)[O-])c1
 : -1.9	-4	1.4	-2	/	-6	6	-2	4	0	1.3
26. COCCCNc1oc(-c2ccccc2OC)nc1C#N
 : -3.6	-10	-0.6	-5	6.0	4	-1	60	3	-37	0.2
27. O=C(COc1cccc(NC(=O)c2ccco2)c1)c1ccc(F)cc1
 : -0.6	-1	3.8	5	3.2	5	1	262	3	-7	-0.4
28. Cn1cnnc1SCc1ccc(C(=O)NN)cc1
 : -2.3	-14	0.4	-11	2.5	0	-3	5	9	12	-0.5
29. Cc1cccc(C(=O)OC2CCCN(C)C2)c1C (stereo not drawn)
 : -1.5	-1	-0.7	-7	4.2	-3	1	-2	2	-8	-1.1
30. Cc1ccc(C(=O)COC(=O)CNC(=O)CN2C(=O)c3ccccc3C2=O)cc1
 : -0.3	5	3.5	-7	3.3	-3	3	-4	-2	3	0.4

By substructure, the entries above with a Cl atom (5)
Values run as follows: Ecoli viability	PKA-R1A act	AddAB inh	Tat transport	phage Ecoli inh	PKA-R2B act	DAGLB inh	SUMO Mot1 rescue	HTR5A ag ctr	HTR5A inv ctr	CDK5 p35 inh
1. Cc1ccc(C(=O)N/C(=C\c2ccc(Cl)cc2)C(=O)NCCCN2CCOCC2)cc1
 : -0.3	-2	-0.3	1	3.6	1	-1	79	3	-15	-0.1
3. COc1cc(OC)c(NC(=O)Cc2ccc(OC)c(S(=O)(=O)N3CCOCC3)c2)cc1Cl
 : 2.8	7	4.3	-4	1.6	-1	0	-20	-2	-2	0.7
5. CN(C(=O)c1c[nH]c(=O)cc1C(F)(F)F)c1ccc(Cl)c(Cl)c1
 : 2.0	-9	2.6	2	1.9	-7	4	6	1	-3	-0.1
13. Cc1nnsc1S(=O)c1ccc(Cl)c(Cl)c1 (stereo not drawn)
 : -1.4	3	-1.5	6	0.8	-4	4	2	-1	5	1.3
15. COC(=O)c1sccc1NC(=O)CSc1ccccc1NS(=O)(=O)c1ccccc1Cl
 : 1.1	8	-2.7	4	-0.1	5	-4	194	10	-9	0.5

New compounds follow
Values run as follows: Ecoli viability	PKA-R1A act	AddAB inh	Tat transport	phage Ecoli inh	PKA-R2B act	DAGLB inh	SUMO Mot1 rescue	HTR5A ag ctr	HTR5A inv ctr	CDK5 p35 inh
31. Nc1c(-c2n[nH]c(=S)n2-c2ccc(Cl)cc2Cl)cnn1-c1ccccc1
 : -2.0	12	0.4	8	2.1	7	0	-10	-4	-6	-4.1
32. COc1ccc(CN(C)C(=O)COc2cccc(-n3cnnn3)c2)cc1OC
 : 2.2	7	0.7	7	1.5	-4	2	-9	2	-5	-0.2
33. C=CCn1c(SCC(=O)c2ccc(CNC(C)=O)o2)nc2ccccc2c1=O
 : -2.7	-6	1.4	6	2.9	-8	-1	-4	2	-5	0.2
34. Cc1onc(-c2ccc(Cl)cc2)c1-c1ccnc(SCC(=O)Nc2cc(Cl)cc(Cl)c2)n1
 : 1.4	-9	1.4	2	-1.2	-7	-10	2	-2	-15	-0.6
35. COCCCn1c(=O)c2ccccc2n(CC(=O)NC2CCCC2)c1=O
 : -1.3	-8	3.1	0	2.1	-2	-1	2	0	-11	-0.5
36. COc1ccc(Cl)c(Cn2c(NCc3ccccn3)nc3c2c(=O)n(C)c(=O)n3C)c1
 : 0.4	-10	3.4	13	0.0	-8	1	2	5	9	-1.0
37. O=C1Nc2ccc(S(=O)(=O)NCc3ccco3)c3cccc1c23
 : 3.2	2	1.0	0	2.8	-1	1	0	0	-13	2.1
38. O=C(N/N=C/c1ccccc1)c1c(O)c2ccccc2[nH]c1=O
 : 2.1	-3	4.0	-10	2.0	-16	5	7	1	15	-0.1
39. O=C(N1CCOCC1)C12CC3CC(C1)CC(c1ccccc1)(C3)C2
 : 1.8	-12	0.9	11	1.0	-15	-1	6	1	-2	1.9
40. Cc1ccc2nc(CSc3nc(C)cc(C)c3C#N)[nH]c2c1
 : 0.6	3	1.4	-5	1.2	12	1	30	1	-21	-0.6
41. Cc1c2c(c(C)n1C)C(C(=O)NC1CCCCC1)N(Cc1ccccc1)C2=O (stereo not drawn)
 : 1.7	-2	0.3	7	1.0	2	-1	-17	2	-6	-5.3
42. Cc1nnc(SCC(=O)N2CC(=O)Nc3ccccc32)s1
 : 0.8	-3	2.7	-4	6.2	11	-2	10	-2	5	-0.1
43. COc1ccc(C(=O)/C=C/Nc2ccc(S(=O)(=O)Nc3nc(C)cc(C)n3)cc2)c(OC)c1
 : 0.8	3	0.2	4	1.1	-11	0	3	0	-1	-0.4
44. CN(CC(=O)NCc1ccccc1Cl)CC(=O)Nc1ccccc1Br
 : -0.9	-10	-0.9	5	3.1	-13	-4	-7	5	-12	0.6
45. COc1ccc(-n2cc(CNC3CCOCC3)c(-c3cccc(F)c3)n2)cc1
 : 0.4	4	2.3	5	-1.2	-1	-1	/	4	-10	2.7
46. CC(NC(=O)CNC(=O)c1ccc2c(c1)OCO2)c1ccc(S(N)(=O)=O)cc1 (stereo not drawn)
 : 0.7	4	0.9	-4	2.9	-7	-2	6	2	8	0.0
47. Cc1ccc(NC(=O)CCN2CC(C)OC(C)C2)cc1C (stereo not drawn)
 : -0.7	-14	1.0	0	0.4	0	1	3	4	-10	-0.8
48. O=C(O)C1=C[C@@H](c2ccc3c(c2)OCO3)C[C@@H](OCCCCO)O1
 : 0.9	-18	2.7	-15	0.3	-13	1	5	4	-10	-2.8
49. O=C(O)CSc1cccc[n+]1[O-]
 : 1.5	-2	2.8	-1	2.5	-2	4	11	-1	5	1.7
50. CN(C)c1oc(-c2ccccc2[N+](=O)[O-])nc1C#N
 : 1.7	2	2.7	-13	2.2	8	-5	-10	1	-4	-3.8
51. COc1ccc(C(C)NC(=S)NCc2ccc(F)cc2)cc1OC (stereo not drawn)
 : 0.5	3	1.5	14	-1.2	-3	1	-6	6	-14	-4.2
52. CCC1COCCS(=O)(=O)N1Cc1ccc(F)cc1 (stereo not drawn)
 : 2.2	12	3.5	6	2.1	9	-3	94	-2	-18	0.4
53. CCCCn1nc(C(=O)Nc2ccccc2N2CCCC2)c2ccccc2c1=O
 : -1.2	3	0.3	3	0.9	-3	-21	-3	3	0	0.3

Three entries from above, as tab-separated lines:
#	structure	Ecoli viability	PKA-R1A act	AddAB inh	Tat transport	phage Ecoli inh	PKA-R2B act	DAGLB inh	SUMO Mot1 rescue	HTR5A ag ctr	HTR5A inv ctr	CDK5 p35 inh
47	Cc1ccc(NC(=O)CCN2CC(C)OC(C)C2)cc1C (stereo not drawn)	-0.7	-14	1.0	0	0.4	0	1	3	4	-10	-0.8
48	O=C(O)C1=C[C@@H](c2ccc3c(c2)OCO3)C[C@@H](OCCCCO)O1	0.9	-18	2.7	-15	0.3	-13	1	5	4	-10	-2.8
49	O=C(O)CSc1cccc[n+]1[O-]	1.5	-2	2.8	-1	2.5	-2	4	11	-1	5	1.7
